# Shiga inhibitor: A qHTS for Small Molecule Inhibitors of Shiga Toxin. Vero cells, Shiga toxin protein synthesis inhibition reporter. inhibition, % at 38.7 µM. actives 9.2% (n = 290,000). AID 2315, 2010; in the data active means inhibition mostly above about 28%, no sharp cut-off; inactive means mostly below about 43%; further: 0% is about no effect
# LmPK inhibitor: qHTS Assay for Inhibitors of Leishmania Mexicana Pyruvate Kinase (LmPK) | Q27686 | purified LmPK, Kinase-Glo ATP luminescence, 1 h | Potency, µM (doses to about 57.5 µM), for the others: top-dose activity change, negative = inhibition, hits mostly inhibitors | actives 0.37% (n = 290,000); further: potency means the concentration at half of the fitted maximal effect; on the % scale 0 is the no-effect control and ±100 the full control effect
# Target sequence (Q27686 whole entry, looked up): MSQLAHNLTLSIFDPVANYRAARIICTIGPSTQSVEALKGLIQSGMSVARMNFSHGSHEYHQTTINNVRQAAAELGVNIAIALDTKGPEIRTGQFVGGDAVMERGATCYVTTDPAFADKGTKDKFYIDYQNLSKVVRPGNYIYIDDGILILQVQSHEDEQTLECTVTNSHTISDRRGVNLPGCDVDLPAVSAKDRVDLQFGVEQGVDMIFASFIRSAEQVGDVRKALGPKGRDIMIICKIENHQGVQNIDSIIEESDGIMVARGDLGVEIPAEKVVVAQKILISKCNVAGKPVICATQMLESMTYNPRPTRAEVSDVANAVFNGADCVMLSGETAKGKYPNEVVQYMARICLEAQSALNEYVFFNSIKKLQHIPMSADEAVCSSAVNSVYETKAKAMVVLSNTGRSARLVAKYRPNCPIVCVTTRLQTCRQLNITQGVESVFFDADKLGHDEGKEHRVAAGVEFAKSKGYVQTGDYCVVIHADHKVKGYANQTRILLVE
#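 0.1 nM LmPK, 0.5 mM PEP, 0.1 mM ADP; 50 mM imidazole pH 7.2, 7 mM MgCl2, 50 mM KCl; 1 h RT. Kinase-Glo luminescence readout, normalized to no-enzyme (full inhibition) and uninhibited wells.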
# AmpC no deterg: qHTS Inhibitors of AmpC Beta-Lactamase (assay without detergent). P00811. AmpC nitrocefin hydrolysis, absorbance 480 nm, 0.0001% Triton. Potency, µM (series often up to 57.1 µM), without a hit: at the highest dose activity change, negative = inhibition, usual class: inhibitors. actives 0.52% (n = 330,000). AID 485341, 2010;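 further: potency means the concentration at half of the fitted maximal effect; plate controls were no compound for no effect and no enzyme for full effect; nearly all actives have a fitted effect of over 20% in size; some results filed as inactive show a strong effect at the top dose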
#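 AmpC (5.3 nM in the dispensed reagent) in 20 mM phosphate pH 7.0 with 0.01% (detergent screen) or 0.0001% Triton X-100 was preincubated with compounds for 15 min at room temperature. Nitrocefin was then added from an 800 uM solution, and hydrolysis was followed at 480 nm.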
# Pf growth 48h: Primary qHTS for delayed death inhibitors of the malarial parasite plastid, 48 hour incubation | P. falciparum luciferase growth in erythrocytes, 48 h | actives 5.9% (n = 310,000) | Potency, µM (highest dose often 28.7 µM), for the others: at the highest dose activity change, negative = inhibition, most hits filed as inhibitors; further: potency means the concentration at half of the fitted maximal effect; on the % scale 0 is the no-effect control and ±100 the full control effect
#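 Growth was read as firefly luciferase luminescence after a 48 h, 37 C, 5% CO2 exposure of compounds to reporter-bearing P. falciparum cultures (0.1% parasitemia, 2% hematocrit final) in Albumax-supplemented RPMI 1640.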
# Cycloheximide cs: Cycloheximide Counterscreen for Small Molecule Inhibitors of Shiga Toxin. cell reporter, cycloheximide protein synthesis inhibition counterscreen. max response, %. actives 12% (n = 300,000); in the data active means max response mostly above about 13%, no sharp cut-off; inactive means mostly below about 14%; further: read at 38.3 µM for the half of the compounds with a filed dose; 0% is about no effect
# Pf growth 96h: Primary qHTS for delayed death inhibitors of the malarial parasite plastid, 96 hour incubation | P. falciparum luciferase reporter growth, 96 h | AID 504834, 2011 | actives 6.9% (n = 320,000) | Potency, µM (highest dose often 28.7 µM), for the others: at the highest dose activity change, negative = inhibition, most hits filed as inhibitors; further: potency means the concentration at half of the fitted maximal effect; on the % scale 0 is the no-effect control and ±100 the full control effect
#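 Luminescence readout: decreased luciferase signal marks inhibited growth of reporter-expressing P. falciparum in infected red cells (2% hematocrit, 0.05% parasitemia final), exposed to compound two generations (96 h, 37 C, 5% CO2).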
# TbPYK inhibitor: qHTS of Trypanosoma Brucei Inhibitors; TbPYK enzyme, Kinase-Glo Plus ATP luminescence, 45 min; actives 0.12% (n = 410,000); pyruvate kinase (Trypanosoma brucei), Q57TT1; Potency, µM (top dose mostly 76.8 µM), for inactives: at the top dose activity, negative = inhibition, hits mostly inhibitors; further: potency means the concentration at half of the fitted maximal effect; on the % scale 0 is the no-effect control and ±100 the full control effect; nearly all actives have a fitted effect of over 50% in size
#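 Enzyme and substrate buffer are dispensed first and compound is pin-transferred. ADP at 130 uM final then starts the reaction, which runs 45 min at room temperature. Detection reagent is added for 10 min before luminescence is imaged.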
# Active calls of the source: *; ? = inconclusive; · = no result given; [ ] = remark or other dose. Unless noted, the call rests on the fitted dose curve; in most records, active means well fitted curve in the direction sought with a large enough effect; inconclusive means small, poorly fitted or top-dose-only effect, or another doubt; inactive means no such curve, though single readings can be large; an effect the other way counts as inactive or inconclusive.
# Order of results: Shiga inhibitor, LmPK inhibitor, AmpC no deterg, Pf growth 48h, Cycloheximide cs, Pf growth 96h, TbPYK inhibitor
O=C(c1ccccc1)c1cccc(NC(=O)c2ccco2)c1
  60*, -11%, -49%, 31%[activator], 24*, ?, -1%
CC1=CC(=C2C(=O)NC(=S)NC2=O)C=C(C(F)(F)F)N1C
  -12, 5%, -10%, ·, -2, 3%, -6%
COCCN(C(=S)Nc1cccc(C)c1C)C(C)c1ccco1 (stereo not given)
  19, -15%, -20%, -29%, -5, 35%, -2%
CC(C)[C@H](NC(=O)c1ccccc1)C(=O)OCc1nc2scc(-c3ccccc3)c2c(=O)[nH]1
  -9, -1%, -42%, -8%, 2, 1%, -3%
CN(C(=O)c1nc(-c2ccccc2)n(-c2ccccc2)n1)C1CCS(=O)(=O)C1 (stereo not given)
  -9, 1%, 17%, -1%, -8, 2%, -1%
CCCC(=O)C1=C(O)C(C(=O)OC)C(C)(C)CC1=Nc1ccc(N)cc1 (stereo not given)
  16, 1%, 0%, ?, -1, ?, 6%
COc1ccccc1CCNCc1cccc(C(F)(F)F)c1
  -6, -7%, -15%, 3%, -2, -18%, -8%
Cc1ccc(NC(=O)CS(=O)CC(=O)N2CCN(C3CCCC3)CC2)cc1 (stereo not given)
  17, 0%, 3%, 38%[activator], -2, -1%, -4%
CC(C)(C)C(=O)Cn1c(=O)n(-c2ccc(F)cc2F)c(=O)c2sccc21
  -4, -1%, -18%, -1%, 8, ?, -1%
CCCc1ccc(Oc2cc(NN3CCCCC3)c([N+](=O)[O-])cc2[N+](=O)[O-])cc1
  -5, 0%, -23%, 38%[activator], -2, 84%[activator], 4%
COc1ccc(S(=O)(=O)N2CCN(C)CC2)cc1
  -9, -1%, -12%, 25%, 8, ?, -1%
Nc1ccccc1Nc1cc(-c2ccccc2)nn1-c1cccc(Cl)c1
  -5, 5%, -25%, ?, -2, ?, 2%
COc1ccc2c(C)cc(Sc3nnnn3-c3ccccc3)nc2c1
  -14, 2%, -24%, -30%, -7, ?, -1%
COc1ccc(Oc2nc3c(c(=O)n(C)c(=O)n3C)n2Cc2cccc(OC)c2)cc1
  -22, 8%, 4%, 0%, -1, ·, -1%
COCCCNC(=S)NNC(=S)Nc1cccc(Cl)c1
  90*, 3%, -33%, ?, 28*, -10%, -15%
COCCN(C(=O)COC(=O)c1ccccc1NCc1ccco1)c1c(N)n(Cc2ccccc2)c(=O)[nH]c1=O
  ·, ·, ?, ?, ·, ?, -2%
O=C(NCCNC(=O)c1cc(F)cc(F)c1)c1cc(F)cc(F)c1
  12, 7%, -12%, 23%, -4, 0%, -7%
CC(=O)c1c(C)[nH]c(C(=O)CSc2nnc(-c3ccco3)o2)c1C
  23, 11%, -17%, ?, 9, ?, -7%
Cc1ccc(NC(=O)CSc2nnc(-c3cccnc3)s2)cc1
  -9, 4%, 0%, 1%, 0, 0%, 5%
CC(=O)N(CCC(c1ccco1)C(C)C)Cc1ccc(OC(C)C)cc1 (stereo not given)
  -8, 5%, 129%[activator], ?, 2, ?, 2%

# Retrieved by structure from above (two):
# Order of results: Shiga inhibitor, LmPK inhibitor, AmpC no deterg, Pf growth 48h, Cycloheximide cs, Pf growth 96h, TbPYK inhibitor
CC(C)(C)C(=O)Cn1c(=O)n(-c2ccc(F)cc2F)c(=O)c2sccc21
  -4, -1%, -18%, -1%, 8, ?, -1%
COc1ccc(Oc2nc3c(c(=O)n(C)c(=O)n3C)n2Cc2cccc(OC)c2)cc1
  -22, 8%, 4%, 0%, -1, ·, -1%

# (listing goes on)
# Order of results: Shiga inhibitor, LmPK inhibitor, AmpC no deterg, Pf growth 48h, Cycloheximide cs, Pf growth 96h, TbPYK inhibitor
CC1(C)CNc2cc([N+](=O)[O-])ccc2S1
  58*, -2%, -11%, ?, 39*, -29%, 4%
CCC1=C2CC[C@H]3C(=O)N(C)C(=O)[C@H]3[C@H]2[C@@]2(Cc3ccccc3)C(=NCC(=O)OC)OC(=O)N2C1=O
  -3, -2%, 24%, 32%[activator], -4, ?, 4%
CSc1nc(-c2ccccc2)nc(N)c1C(C)=O
  8, 1%, -21%, ·, 14, 17%, ·
N#CC(C#N)=C1C=CC=CN1/C(=C\c1ccco1)C(=O)c1ccc(-c2ccccc2)cc1
  -10, -1%, -49%, ?, 11, ?, -7%
COc1ccc(C(=O)N/C(=C/c2cccs2)C(=O)NCCCn2ccnc2)cc1OC
  -5, -3%, -16%, 3%, -3, -19%, -1%
COc1ccc(NC(=O)c2cccc([N+](=O)[O-])c2)cc1
  76*, -4%, -32%, 271%[activator], 59*, -33%, -1%
COc1ccc(/C=C\C(=O)Oc2cccc(/C=N/NC(=O)Cc3ccc(OC)c(OC)c3)c2)cc1
  46*, 2%, -20%, ?, 65*, ?, 4%
NC(=O)NC(=O)CSc1nc2cc([N+](=O)[O-])ccc2n1-c1cccc(C(F)(F)F)c1
  -2, -2%, 15%, ?, -1, ?, -9%
Cc1ccc(NS(=O)(=O)c2ccc(C(=O)N3CCCN(C)CC3)cc2)cc1
  -5, -2%, -21%, -9%, -4, -13%, -3%
Cn1cc([N+](=O)[O-])c(C(=O)NCc2cc3ccccc3[nH]2)n1
  16, 0%, -15%, -4%, -3, -11%, -13%
Cc1ccc(OCCC(=O)OCC(=O)NC(=O)NC2CCCCC2)cc1
  ·, ·, 1%, -11%, ·, 18%, -2%
Cc1ccc(S(=O)(=O)NC(=O)c2cccc(C)c2)cc1
  18, 1%, -1%, 10%, 14, 24%, 7%
CCCc1ccc2oc(C(=O)N(C)Cc3cnccn3)c(C)c2c1
  -19, -14%, -24%, 2%, -5, 10µM*, -8%
Clc1nc(-c2ccccc2)c2ccccc2n1
  -8, 1%, -12%, 8%, -3, ?, -5%

# Compounds from the list above with a CF3 group:
# Order of results: Shiga inhibitor, LmPK inhibitor, AmpC no deterg, Pf growth 48h, Cycloheximide cs, Pf growth 96h, TbPYK inhibitor
CC1=CC(=C2C(=O)NC(=S)NC2=O)C=C(C(F)(F)F)N1C
  -12, 5%, -10%, ·, -2, 3%, -6%
COc1ccccc1CCNCc1cccc(C(F)(F)F)c1
  -6, -7%, -15%, 3%, -2, -18%, -8%
NC(=O)NC(=O)CSc1nc2cc([N+](=O)[O-])ccc2n1-c1cccc(C(F)(F)F)c1
  -2, -2%, 15%, ?, -1, ?, -9%

# Copied from the list:
# `COc1ccc(C(=O)N/C(=C/c2cccs2)C(=O)NCCCn2ccnc2)cc1OC` in Pf growth 48h = 3%
# `COc1ccc(NC(=O)c2cccc([N+](=O)[O-])c2)cc1` in AmpC no deterg = -32%
# `CC1(C)CNc2cc([N+](=O)[O-])ccc2S1` in Cycloheximide cs = 39*
# `Cc1ccc(S(=O)(=O)NC(=O)c2cccc(C)c2)cc1` in TbPYK inhibitor = 7%
# `NC(=O)NC(=O)CSc1nc2cc([N+](=O)[O-])ccc2n1-c1cccc(C(F)(F)F)c1` in TbPYK inhibitor = -9%
# `Cn1cc([N+](=O)[O-])c(C(=O)NCc2cc3ccccc3[nH]2)n1` in Pf growth 48h = -4%
# `CCCc1ccc2oc(C(=O)N(C)Cc3cnccn3)c(C)c2c1` in Shiga inhibitor = -19

# Bioassay records as filed in PubChem BioAssay.
